Compound activity as filed in PubChem BioAssay.
Coupling enz – qHTS Assay for Inhibitors of Fructose-1,6-bisphosphate Aldolase from Giardia Lamblia: Coupling assay counterscreen | coupling enzyme system counterscreen, AmpLite Red fluorescence | activity change, negative = inhibition, % at 58.2 µM, hits read low | 290,000 compounds, 0.67% hits | AID 2472, 2010; in the data active means activity change below about -30%; further: on the % scale 0 is the no-effect control and ±100 the full control effect
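Fluorescence at 525 nm excitation and 598 nm emission measured inhibition of the coupled detection system without aldolase. Compounds (at 57.5 uM final) were preincubated 10 min at room temperature with coupling enzyme reagent before a 20 min substrate/AmpLite Red step.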
KCNH2 WT inh – qHTS for Inhibitors of KCHN2 3.1: Wildtype qHTS | Voltage-gated inwardly rectifying potassium channel KCNH2 (Homo sapiens), Q12809 | U2OS, BacMam KCNH2, thallium flux FluxOr; hits give low values | activity change, % at 1.84 µM | 340,000 compounds, 0.37% hits | AID 720551, 2013;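 active means maximum activity change below -70%; inconclusive means maximum activity change between -70% and -50%; inactive means maximum activity change above -50%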; further: on the % scale 0 is the no-effect control and ±100 the full control effect
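U2OS cells transduced with wild-type KCNH2 virus are loaded with FluxOr dye for 45 min, and thallium flux is measured in kinetic reads before and after stimulation buffer. Rate constants are normalized to DMSO controls.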
GALK inh – qHTS Assay for Inhibitors of Human Galactokinase (GALK). 270,000 compounds, 0.007% hits. Purified GALK, Kinase-Glo residual ATP luminescence. Potency, µM (doses to about 57.5 µM), inactives show at the top dose activity change, negative = inhibition, usual class: inhibitors; further: potency means the concentration at half of the fitted maximal effect; on the % scale 0 is the no-effect control and ±100 the full control effect
Target sequence (P51570 whole entry, looked up): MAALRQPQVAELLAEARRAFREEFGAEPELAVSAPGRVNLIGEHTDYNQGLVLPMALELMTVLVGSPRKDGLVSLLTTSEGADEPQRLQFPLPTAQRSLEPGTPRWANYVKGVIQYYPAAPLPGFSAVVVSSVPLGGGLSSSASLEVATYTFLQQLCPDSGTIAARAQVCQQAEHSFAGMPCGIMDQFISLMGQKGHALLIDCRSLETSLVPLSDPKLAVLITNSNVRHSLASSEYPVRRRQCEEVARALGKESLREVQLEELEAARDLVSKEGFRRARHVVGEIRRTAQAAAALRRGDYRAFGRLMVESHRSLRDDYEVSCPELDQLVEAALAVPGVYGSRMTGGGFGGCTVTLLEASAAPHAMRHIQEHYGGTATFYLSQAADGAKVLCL
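ATP-depletion format; final 35 uM ATP, 100 uM D-galactose, 5 nM enzyme; pH 8.0 HEPES/Mg2+ buffer; 60 min RT; luminescence read 10 min after detection reagent.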
MBNL1-CUG inh – qHTS Assay for Inhibitors of MBNL1-poly(CUG) RNA binding. Muscleblind-like protein 1 (Homo sapiens), Q9NR56. TR-FRET MBNL1-His/biotin-(CUG)12 binding, 665/545 ratio. Potency, µM (series often up to 57.5 µM), for the others: at the highest dose activity change, negative = inhibition, actives largely listed as inhibitors. 280,000 compounds, 0.036% hits. AID 2675, 2010; active means well fitted inhibition curve with a large enough effect in the signal ratio, with a control signal flat, not every such curve was filed as active; inconclusive means small, poorly fitted or top-dose-only effect, or effect the other way, or a change in a side signal; inactive means no such curve, though single readings can be large or run the other way; the % refers to the signal ratio; further: potency means the concentration at half of the fitted maximal effect; on the % scale 0 is the no-effect control and ±100 the full control effect
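Compound titration spanned 92 nM–58 uM against the MBNL1-His/biotin-(CUG)12 complex. After 60 min at room temperature with 5 nM streptavidin-XL665 and 0.055 ng/ul terbium anti-His, ratiometric 665/545 nm emission (Ex 340 nm) normalized to controls.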
KCNH2 3.1 block – qHTS for Inhibitors of KCHN2 3.1: Mutant qHTS; Potassium voltage-gated channel subfamily H member 2, brain isoform KCNH2 3.1 (human); U2OS KCNH2 3.1, thallium flux FluxOr; hits give low values; AID 720553, 2013; 340,000 compounds, 0.95% hits; activity change, % (tested at about 1.8 µM);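 active means maximum activity change below -70%; inconclusive means maximum activity change from -70% to -50%; inactive means maximum activity change above -50%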;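 further: thallium influx rate constant from kinetic fluorescence after stimulation buffer; on the % scale 0 is the no-effect control and ±100 the full control effect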
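Thallium flux via FluxOr fluorescence (Red40 quencher, 45 min loading) in U2OS cells virally expressing the KCNH2 3.1 isoform (1.77 x 10^8 /mL virus, overnight at 37 C). Rate constants from 2-min kinetic reads post-stimulation, normalised to positive and negative controls.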
AT treatment – qHTS Assay for Identifying a Potential Treatment of Ataxia-Telangiectasia. […] A-T fibroblasts, KAP-1 phosphorylation AlphaLISA; neocarzinostatin DNA damage 30 min before lysis. Potency, µM (top dose mostly 57.5 µM), without a hit: at the highest dose activation, actives largely listed as activators. 320,000 compounds, 0.19% hits. AID 485349, 2010; further: potency means the concentration at half of the fitted maximal effect; % of control where 0% means no effect; nearly all actives have a fitted effect of over 45% in size
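hTERT-immortalized A-T patient fibroblasts ([…]), 500 cells/well in OPTI-MEM, 1% FBS, got compounds for 60 min, then NCS for 30 min at 37C. Lysates were then assayed for phospho-KAP-1 by AlphaLISA (anti-pKAP1 donor, anti-KAP1 acceptor beads), 6 hr at 25C.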
TRPV1 agonist – HTS Assay for Compounds that Act as Agonists of the Vanilloid Receptor 1. Transient receptor potential cation channel subfamily V member 1 (Homo sapiens), Q8NER1. TRPV1-expressing cells, Fluo-8 calcium influx, agonist mode. activation, % at 8.33 µM. 320,000 compounds, 0.19% hits; in the data active means activation above about 80%; inconclusive means between about 30% and that limit; further: 0% is about no effect
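Cells expressing TRPV1 were dye-loaded with Fluo-8 and read kinetically: 10 s baseline, 3 min after compound (agonist portion), then 2 min after EC20 capsaicin (allosteric enhancer portion). Calcium-bound dye fluorescence at 480/520 nm.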
CXXC DNA block – qHTS Fluorescence Polarization Assay for Inhibitors of MLL CXXC domain - DNA interaction. AID 2662, 2010. Potency, µM (highest dose often 115 µM), inactives show top-dose activity change, negative = inhibition, hits mostly inhibitors. MLL-CXXC / FITC-HOXA9 DNA fluorescence polarization. 290,000 compounds, 0.037% hits. Histone-lysine N-methyltransferase 2A (Homo sapiens), Q03164; active means well fitted inhibition curve with a large enough effect in the polarisation, with a control signal flat, not every such curve was filed as active; inconclusive means small, poorly fitted or top-dose-only effect, or effect the other way, or a change in a side signal; inactive means no such curve, though single readings can be large or run the other way; the % refers to the polarisation; further: potency means the concentration at half of the fitted maximal effect
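Fluorescence polarization: 7 uM MLL-CXXC (stock) preincubated 5 min with compounds, then 50 nM fluorescein-HOX-A9 DNA (stock) added; 30 min ambient. Buffer 50 mM Tris-HCl pH 7.5, 50 mM NaCl, 1 mM DTT, 0.05% BSA.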
a7 integrin act – qHTS for Activators of Integrin-Mediated Alleviation for Muscular Dystrophy | alpha7betagal myoblasts, beta-gal FDG fluorescence, 48 h | 350,000 compounds, 0.064% hits | Potency, µM (doses to about 38.3 µM), for the others: at the top dose activation, most hits filed as activators;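 further: potency means the concentration at half of the fitted maximal effect; 100% = response of the positive control SU9516; nearly all actives have a fitted effect of over 60% in size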
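Alpha7betagal+/- myoblasts (passage 13) were plated 16-24 hr, then exposed to compounds (1:260 dilution of DMSO stock) for 48 hours at 37C. After MPER lysis, β-galactosidase reporter activity was read as FDG fluorescence (ex 480/em 540) after 30 minutes.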
S-ASM inh – Inhibitors of Secretory Acid Sphingomyelinase (S-ASM): qHTS; 340,000 compounds, 0.006% hits; placental ASM, HMU-PC fluorogenic substrate, 60 min; AID 504937, 2011; Potency, µM (highest dose often 57.5 µM), for inactives: at the top dose activity change, negative = inhibition, most hits filed as inhibitors; further: potency means the concentration at half of the fitted maximal effect
Target sequence (P17405 47-631 limits assumed): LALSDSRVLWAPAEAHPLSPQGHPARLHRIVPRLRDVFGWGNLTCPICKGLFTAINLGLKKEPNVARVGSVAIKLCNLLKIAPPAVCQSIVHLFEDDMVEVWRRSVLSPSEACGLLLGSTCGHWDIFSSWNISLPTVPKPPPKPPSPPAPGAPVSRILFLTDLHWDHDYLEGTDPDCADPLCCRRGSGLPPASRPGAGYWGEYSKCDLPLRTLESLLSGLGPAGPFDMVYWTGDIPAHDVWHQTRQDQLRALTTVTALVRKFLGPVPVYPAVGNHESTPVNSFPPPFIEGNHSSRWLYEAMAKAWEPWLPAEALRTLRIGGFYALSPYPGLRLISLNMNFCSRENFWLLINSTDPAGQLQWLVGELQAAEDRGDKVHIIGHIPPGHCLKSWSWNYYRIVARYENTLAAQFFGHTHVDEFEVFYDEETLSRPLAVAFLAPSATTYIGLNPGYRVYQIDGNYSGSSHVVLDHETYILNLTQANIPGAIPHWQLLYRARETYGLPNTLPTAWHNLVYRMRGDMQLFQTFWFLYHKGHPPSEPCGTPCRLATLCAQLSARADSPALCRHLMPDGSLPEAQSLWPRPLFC
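Human placenta-derived ASM preincubated with compound 10 min at room temperature, then reacted with 9 uM (final) fluorogenic HMU-PC substrate for 60 min at 37 C. Stop solution raises pH to 10; fluorescence read at Ex 386/Em 447 nm.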
* hit, by the source's call; ? = inconclusive; / = not tested or not shown; [ ] = dose if it differs, or a comment. Unless noted, the call rests on the fitted dose curve; in most records, active means well fitted curve in the direction sought with a large enough effect; inconclusive means small, poorly fitted or top-dose-only effect, or another doubt; inactive means no such curve, though single readings can be large; an effect the other way counts as inactive or inconclusive.

SMILES,AT treatment,KCNH2 3.1 block,TRPV1 agonist,CXXC DNA block,a7 integrin act,KCNH2 WT inh,S-ASM inh,Coupling enz,GALK inh,MBNL1-CUG inh
CCNC(=O)c1c(NC(=O)C2COc3ccccc3O2)sc2c1CCCC2 (configuration not stated),0%,5,16,15%,2%,14,0%,0,-3%,5%
CC(C)(C)OC(=O)N1CCC(NC(=O)c2nc[nH]c2C(=O)N2CCc3ccccc3C2)CC1,15%,0,2,/,7%,6,3%,/,/,/
CC(=O)Nc1ccccc1Sc1ccc2c3c(cccc13)C(=O)N(c1ccc(C)cc1)C2=O,-7%,7,0,20%,-20%,6,/,-8,0%,/
CCOC(=O)Cc1csc(NS(=O)(=O)c2ccc(F)cc2)n1,4%,0,-1,1%,10%,7,4%,2,-3%,-6%
O=C(COC(=O)CCC(=O)c1cccs1)Nc1cccc(F)c1,2%,7,26,/,0%,19,7%,/,/,/
C=CCN1C(=O)c2ccccc2NC1c1ccc(Br)s1 (configuration not stated),2%,0,3,1%,?,5,3%,1,-2%,4%
CCc1cccc(NC(=O)CCCN2C(=O)C(c3ccccc3)Oc3cccnc32)c1 (configuration not stated),2%,6,27,27%,-6%,3,-12%,/,5%,0%
Cc1ccc([N+](=O)[O-])c(OCCCN2CCC(Cc3ccccc3)CC2)c1,/,-97*,/,/,-61%[inhibitor],-127*,-13%,/,/,/
O=C1CC(c2ccc3c(c2)OCCO3)Oc2ccc([N+](=O)[O-])cc21 (configuration not stated),1%,-6,0,15%,-5%,-18,-2%,1,-2%,20%
CCCC(=O)NC(C)c1nc2ccccc2[nH]1 (configuration not stated),2%,-14,4,-3%,-11%,-15,0%,-3,-1%,0%
CC(C)c1ccc(NC2CCCN(C(=O)CCN3Cc4ccccc4C3=O)C2)cc1 (configuration not stated),1%,7,?,12%,6%,-13,-2%,/,4%,0%
[O-][n+]1ccc(OCc2ccccc2)cc1,/,1,/,/,-4%,-3,0%,/,/,/
CCOC(=O)c1c(NC(=S)Nc2ccccc2)sc2c1CC(C)(C)SC2,2%,-15,-4,6%,-24%,-6,31%[activator],1,3%,37%[activator]
Cc1cc(NC(=O)CSc2nc(C(C)C)nc3sc4c(c23)CCC(C)C4)no1 (configuration not stated),/,3,8,1%,-23%,0,0%,0,-5%,-7%
COC(=O)c1cc(NC(=O)C2COc3ccccc3O2)cc(C(=O)OC)c1 (configuration not stated),7%,-7,26,9%,14%,11,-7%,0,-1%,3%
CCC(CC)c1nnc(NC(=O)C2COc3ccccc3O2)s1 (configuration not stated),-2%,7,13,-23%,-10%,-7,-2%,3,2%,11%
CC(=O)Nc1ccc(S(=O)(=O)N=S(C)(C)=O)cc1,-3%,27,-6,1%,19%,1,9%,2,3%,?
CCCCN(Cc1ccco1)C(=O)c1cc2c(=O)[nH]c3ccc(C)cc3c2s1,10%,4,12,-15%,-7%,6,20%,7,2%,2%
COc1cccc(C(=O)Nc2ccc3nc(N4CCOCC4)cc(C)c3c2)c1,3%,-39,-4,-4%,12%,32,4%,-1,-1%,-10%
COc1ccc(N/N=C2/CCCCC2=O)cc1,/,0,-1,0%,1%,-19,-6%,-2,-2%,23%
Cn1c(-c2sc3cc(C(F)(F)F)cnc3c2-c2cccnc2)n[nH]c1=S,4%,8,-2,-6%,-6%,-16,2%,0,0%,20%
NCC(c1ccccc1)c1c[nH]c2ccccc12 (configuration not stated),6%,12,2,20%,-48%[inhibitor],-4,-2%,1,4%,-3%
CC1CN(CCCSc2ccc(Cl)cc2)CC(C)O1 (configuration not stated),7%,10,2,31%[activator],-17%,-3,-2%,-3,0%,-4%
O=C(CSc1n[nH]c(=O)n1Cc1ccccc1)Nc1ccc(N2CCOCC2)cc1,-10%,-11,0,/,0%,-23,6%,/,/,/
Cc1ccc(C)n1-c1ccc(NC(=O)c2ccccc2)cc1,3%,-12,-3,2%,4%,-4,3%,1,-1%,6%
Cc1noc(-c2ccccc2)c1NC(=O)Nc1ccccc1,1%,6,23,5%,-10%,-3,0%,5,7%,-20%
COC(=O)c1ccccc1NC(=O)CN1CCc2ccccc2C1,17%,-12,-3,-15%,-25%,-9,-6%,1,-3%,5%
O=C(Nc1nnc(S(=O)(=O)N2CCN(c3ccc(F)cc3)CC2)s1)c1ccco1,2%,1,0,4%,-9%,-9,0%,/,-6%,-5%
Cc1ccc(S(=O)(=O)N2CCOCC2)cc1NC(=O)COC(=O)COc1ccccc1[N+](=O)[O-],-4%,29,/,/,33%,-3,1%,/,/,/
CC(C)C(=O)Nc1ccc2oc(-c3cc(F)c(F)cc3Cl)nc2c1,4%,19,5,0%,-2%[7.66 µM],9,7%,1,-3%,1%

2 entries picked at random from the list so far:
SMILES,AT treatment,KCNH2 3.1 block,TRPV1 agonist,CXXC DNA block,a7 integrin act,KCNH2 WT inh,S-ASM inh,Coupling enz,GALK inh,MBNL1-CUG inh
COC(=O)c1cc(NC(=O)C2COc3ccccc3O2)cc(C(=O)OC)c1 (configuration not stated),7%,-7,26,9%,14%,11,-7%,0,-1%,3%
CC(C)C(=O)Nc1ccc2oc(-c3cc(F)c(F)cc3Cl)nc2c1,4%,19,5,0%,-2%[7.66 µM],9,7%,1,-3%,1%

Following part:
SMILES,AT treatment,KCNH2 3.1 block,TRPV1 agonist,CXXC DNA block,a7 integrin act,KCNH2 WT inh,S-ASM inh,Coupling enz,GALK inh,MBNL1-CUG inh
Cc1ccc(-c2nc3ncccn3c2Nc2ccc3c(c2)OCO3)o1,-7%,10,0,6%,-11%,-2,-7%,1,-2%,?
CC(=O)C12CCCCC1CC1[C@@H]3CC(C)C4=CC(=O)CC[C@]4(C)C3CC[C@@]12C (some centres not stated),6%,3,-3,-2%,14%,2,-3%,1,-1%,-3%
CCN(CC)S(=O)(=O)c1ccc(Cl)c(NC(=O)c2ccncc2)c1,0%,-4,1,4%,11%,-1,0%,1,5%,-9%
Cc1ccc(CSc2ccc(S(=O)(=O)N3CCCCC3)cn2)cc1,-3%,-4,15,/,6%,-8,-1%,/,/,/
Cc1ccc(NC(=S)NC2CC3CCCC(C2)N3Cc2ccco2)cc1 (configuration not stated),4%,-5,3,5%,-57%[inhibitor],22,3%,-2,4%,-1%
Cc1c(CN2CCN(CC(C)(C)C)C(CCO)C2)[nH]c2ccccc12 (configuration not stated),3%,20,1,6%,-5%,8,3%,1,0%,-1%
CC1(c2ccc3c(c2)OCCO3)NC(=O)N(CC(=O)c2ccc[nH]2)C1=O (configuration not stated),-3%,9,2,/,0%,-5,8%,/,/,/
O=C1N=C(N2CCCC2)S/C1=C\c1cccc(Br)c1,6%,-13,?,-6%,-48%[inhibitor],-5,-8%,-1,-1%,?
Cc1ccnc(NC(=O)CCNS(=O)(=O)c2ccc(C)c(C)c2)c1,3%,1,-3,-1%,?,-12,5%,/,-1%,0%
O=C(c1ccc2c(=O)n(C3CCCC3)c(=S)[nH]c2c1)N1CCc2ccccc21,3%,-37,4,-14%,3%,-3,-3%,4,0%,1%
NC(=O)C1c2ccccc2CSc2ccccc21 (configuration not stated),-6%,4,-4,1%,-10%,-4,2%,7,0%,4%
CC(=O)c1cccc(NS(=O)(=O)c2ccc3c(c2)oc(=O)n3C)c1,10%,-34,0,1%,-15%,7,2%,0,-5%,-6%
c1ccc2c(c1)CCc1c(-c3ccncc3)n[nH]c1-2,-3%,-9,-2,/,-4%,-21,-3%,/,/,/
O=C(NCCc1ccccc1)c1ccccc1Cl,2%,6,6,14%,-10%,-18,-2%,5,-1%,-13%
COc1cc(/C=N/NC(=O)c2ccccc2)ccc1O,0%,4,2,-3%,19%,-7,-2%,-4,12%,8%
CC1=C(C(=O)OCC(C)C)C(c2ccc(F)cc2)NC(=O)N1 (configuration not stated),-5%,-13,-4,5%,-2%,-7,0%,2,5%,23%

Compounds were not picked by outcome (roughly 2% active in at least one column).
